# E coli growth = bacterial growth inhibition, counter-screen for AddAB inhibitors; E. coli V3065 growth, OD600 absorbance, 18 h; inhibition, % at 11.9 µM; 330,000 tested, 0.27% active;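 active = inhibition above the campaign's mean inhibition across all tested compounds plus 3 SD, cut at about 9.9% in these data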;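 note: uninfected addAB+ strain grown without phage in ampicillin broth; 0% = DMSO wells and 100% = ciprofloxacin 0.95 µg/ml wells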
# PKA-R1A activ = PKA-R1A complex activation; 340,000 tested, 0.083% active; AID 504707; PKA-R1A dissociation, Cy5-IP20 fluorescence polarization; scaled: DMSO 0%, 113 µM cGMP 100%; activation, % at 11.4 µM; P00514+P68181;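 active = percent activation above the mean of all tested compounds plus 3 SD, cut at about 19% in these data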;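 note: higher means more PKAc released from R1A so a rise in polarization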
# Tat export inh = E. coli Tat transport inhibition; E. coli MC4100 TorA-mCherry Tat export, fluorescence; inhibition, % at 10 µM; 340,000 tested, 0.036% active; AID 488895;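 active = mean replicate inhibition at least 50% and at least half of replicates individually reaching 50%; inconclusive = only one of the two criteria met; inactive = neither criterion met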;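 note: exported cargo escapes ClpAP degradation while cytoplasmic cargo is degraded and loses fluorescence; 0% = median of neutral control wells and 100% = median of NaSCN control wells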
# HTR5A inv ag = counter-screen for OPRM1-OPRD1 inverse agonists: human HTR5A inverse agonism; P47898; HTR5A cell line, luminescence; AID 504634; inhibition, % at 9.3 µM; 340,000 tested, 0.083% active; in the data active = inhibition mostly above about 23%, no sharp cut-off; inactive = mostly below about 18%;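 note: 0% = cells with DMSO and 100% = no-cell wells with DMSO; some compounds called inactive have numbers as strong as hits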
# Target sequence (P47898 whole entry, looked up): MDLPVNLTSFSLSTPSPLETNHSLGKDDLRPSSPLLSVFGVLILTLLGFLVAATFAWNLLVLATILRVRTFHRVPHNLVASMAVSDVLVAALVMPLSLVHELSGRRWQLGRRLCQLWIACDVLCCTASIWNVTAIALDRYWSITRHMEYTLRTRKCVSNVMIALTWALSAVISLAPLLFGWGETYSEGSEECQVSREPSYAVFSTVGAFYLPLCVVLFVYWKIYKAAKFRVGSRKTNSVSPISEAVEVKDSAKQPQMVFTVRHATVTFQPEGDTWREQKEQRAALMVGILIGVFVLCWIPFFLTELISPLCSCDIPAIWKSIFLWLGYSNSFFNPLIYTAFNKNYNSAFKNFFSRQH
# Mot1-301 SUMO = blocks SUMOylation pathway, rescuing yeast Mot1-301 growth. S. cerevisiae Mot1-301 growth rescue, ATP luminescence, 38.5C; percent above DMSO median, 100 means doubled. 320,000 tested, 1% active. AID 2716. growth rescue, % at 18.8 µM;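 active = every valid replicate shows activation above 250% relative to neutral control wells; inactive = the rest, any valid replicate at or below 250%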;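 note: OY570 slx delta 5 strain wells were the positive control but not used for scaling; some compounds called inactive have numbers as strong as hits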
# DAGLB inh = diacylglycerol lipase beta (human) inhibition; Q8NCG7; HEK293T DAGLB membrane lysate, EnzChek fluorogenic substrate; inhibition, % at 5.17 µM; 340,000 tested, 0.059% active; in the data active = inhibition above about 34%;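 note: 0% = enzyme with vehicle and 100% = wells lacking enzyme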
# Target sequence (Q8NCG7 whole entry, looked up): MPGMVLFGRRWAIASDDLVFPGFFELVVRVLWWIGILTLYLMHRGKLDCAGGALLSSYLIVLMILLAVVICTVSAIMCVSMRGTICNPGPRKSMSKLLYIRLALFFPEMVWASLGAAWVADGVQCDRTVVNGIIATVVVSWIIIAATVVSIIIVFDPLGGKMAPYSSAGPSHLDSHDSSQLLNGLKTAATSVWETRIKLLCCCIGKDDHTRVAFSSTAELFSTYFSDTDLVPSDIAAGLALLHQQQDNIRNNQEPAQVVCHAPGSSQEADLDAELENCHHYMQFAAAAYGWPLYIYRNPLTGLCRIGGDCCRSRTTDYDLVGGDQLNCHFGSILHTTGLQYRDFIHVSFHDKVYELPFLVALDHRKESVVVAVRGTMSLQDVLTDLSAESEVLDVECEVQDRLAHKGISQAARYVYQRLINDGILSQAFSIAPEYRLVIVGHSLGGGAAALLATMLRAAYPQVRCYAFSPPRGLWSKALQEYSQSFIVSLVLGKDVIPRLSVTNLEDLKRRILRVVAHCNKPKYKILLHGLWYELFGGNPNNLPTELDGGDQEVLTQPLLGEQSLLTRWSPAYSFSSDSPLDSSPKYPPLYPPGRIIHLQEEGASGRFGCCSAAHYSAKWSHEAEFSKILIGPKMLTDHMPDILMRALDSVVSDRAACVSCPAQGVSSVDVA
# phage Ecoli inh = E. coli growth loss with phage present; growth absorbance; inhibition, % at 11.9 µM; 360,000 tested, 0.26% active; AID 651602; in the data active = inhibition above about 11%
# HTR5A ag ctr = counter-screen for OPRM1-OPRD1 agonists: human HTR5A agonism. P47898. HTR5A agonist assay, luminescence, cell-based. activation, % at 9.3 µM. 340,000 tested, 0.61% active. AID 504692; in the data active = activation mostly above about 9.5%, no sharp cut-off; inactive = mostly below about 7.6%;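 note: 0% = cells with vehicle only and 100% = reference agonist; strong numbers were not always called active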
# CDK5 inh = blocks human CDK5/p35 kinase activity; AID 488839; Recombinant CDK5/p35, ADP-Glo luminescence, 60 min; inhibition, % at 10 µM; 330,000 tested, 0.01% active;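 active = highest replicate inhibition of at least 50% and at least 75% of replicates reaching 50%; inconclusive = only one of the two criteria met; inactive = both criteria failed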;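 note: plate controls were DMSO neutral control for no effect and GW8510 at 10 µM for full effect; many of its hits are not listed in these tables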
# AddAB inh = less growth of phage-infected E. coli with AddAB; E. coli expressing H. pylori AddAB, absorbance growth; inhibition, % at 11.9 µM; 330,000 tested, 0.29% active; AID 435030; in the data active = inhibition above about 12%;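 note: 0% = vehicle wells of infected cells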
# PKA-R2B activ = activators of human PKA-R2B complex; activation, % at 11.4 µM; 340,000 tested, 0.079% active; AID 504700; PKA-R2B holoenzyme dissociation, Cy5-IP20 fluorescence polarization; R2B truncated from residue 108, S112A mutant; 0% DMSO only, 100% 113 µM cGMP;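 active = activation above a cutoff set at the mean over all compounds plus 3 SD, cut at about 18% in these data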;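 note: higher means more holoenzyme dissociation and a rise in polarization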
# Numbers without * were called inactive; i = inactive; ? = inconclusive; . = not tested or not shown; & = joins results of further samples.
cpd	canonical_smiles	E coli growth	PKA-R1A activ	Tat export inh	HTR5A inv ag	Mot1-301 SUMO	DAGLB inh
1	COc1ccc(NC(=O)N2CCN(c3ccc([N+](=O)[O-])cc3)CC2)cc1	-0.1	-13	9	7	8	15
2	CCN(C(=O)COC(=O)c1ccc(=O)n(Cc2ccccc2)n1)C1CCCCC1	-0.3	3	-1	5	10	2
3	Cc1[nH]c2ccccc2c1CN1CCN(c2ccccn2)CC1	-0.5	-1	0	1	8	0
4	Cc1c(N=C2N=C(NC(=O)c3ccc(F)cc3)c3ccccc32)c(=O)n(-c2ccccc2)n1C	-1.5	-6	-4	14	-9	1
5	O=C(c1ccc(F)cc1)N1CCCC(N2CCN(Cc3ccc4c(c3)OCO4)CC2)C1 (stereo not given)	-0.2	-6	20	-6	-5	-3
6	Cc1ccc(CNC(=O)c2coc(=O)c3ccccc23)o1	-2.1	-3	-7	3	-12	-1
7	COc1ccc2cc(CN(CCCN3CCOCC3)Cc3nnnn3C3CCCC3)c(=O)[nH]c2c1	2.0	-2	-11	-9	6	0
8	CSCCC(NC(=O)c1ccccc1)C(=O)N1CCN(C(=O)c2ccccc2)CC1 (stereo not given)	-2.6	9	-1	-14	-15	-3

cpd	phage Ecoli inh	HTR5A ag ctr	CDK5 inh	AddAB inh	PKA-R2B activ
1	3.7	-2	5.6	1.2	3
2	0.3	-2	0.0	0.5	2
3	2.9	-4	0.7	0.6	11
4	1.4	-2	1.8	-0.4	3
5	-0.6	3	2.4	-1.3	2
6	2.1	0	-2.1	1.3	-1
7	1.6	4	-1.5	0.0	3
8	2.3	0	0.0	0.2	3

# More structures
cpd	canonical_smiles	E coli growth	PKA-R1A activ	Tat export inh	HTR5A inv ag	Mot1-301 SUMO	DAGLB inh
9	CCN(CC)C(=O)C1CCN(S(=O)(=O)c2ccc(C3CNC(=O)C3)cc2)CC1 (stereo not given)	0.3	4	3	4	-3	0
10	CCN(C(=O)COC(=O)c1cccnc1)c1cccc2ccccc12	-1.9	-7	5	9	-2	-1
11	CC(NS(=O)(=O)c1cn(C)c(=O)n(C)c1=O)c1ccccc1 (stereo not given)	0.8	4	0	-5	1	2
12	CCCN1CCN(C(=O)C2CCN(S(=O)(=O)c3ccc4c(c3)oc(=O)n4C)CC2)CC1	.	7	-9	-8	.	-1
13	CC(C)=CC1C(C(=O)NCCOc2ccccc2)C1(C)C (stereo not given)	-1.2	-6	1	-7	-9	-6
14	COCCN(C(=O)c1cc(-c2ccccc2Cl)nc2ccccc12)c1c(N)n(CC(C)C)c(=O)[nH]c1=O	.	-8	2	5	.	-3
15	CC(=O)Nc1ccc(S(=O)(=O)NCCC(=O)NCCCc2ccccc2)cc1	0.3	-7	3	13	-5	1
16	CCCC(=O)Nc1ccc(NC(=O)c2ccccc2)nc1	1.6	-12	-8	8	i	2

cpd	phage Ecoli inh	HTR5A ag ctr	CDK5 inh	AddAB inh	PKA-R2B activ
9	0.6	-1	-0.5	5.4	2
10	1.4	0	0.2	-1.7	7
11	1.7	2	-1.4	0.0	-1
12	2.5	3	-0.2	.	5
13	1.0	3	-0.2	2.1	-6
14	0.0	-1	-0.3	.	-13
15	3.1	-4	-1.3	1.5	-4
16	1.5	2	2.0	0.3	0

# Continuation.
cpd	canonical_smiles	E coli growth	PKA-R1A activ	Tat export inh	HTR5A inv ag	Mot1-301 SUMO	DAGLB inh
17	CCOC(=O)NC1(C(F)(F)F)C(=O)NC(C)=C1C#N (stereo not given)	2.3	2	3	-10	-12	-1
18	Cc1cc(C)n(CC(=O)NNC(=O)COc2ccc(Br)cc2F)n1	-1.5	3	0	1	14	0
19	Cc1ccc(CNC(=O)/C(C#N)=C/c2ccc(C)s2)cc1	-0.3	-2	6	24	0	-22
20	O=C(Nc1ccccc1)C1CC(=O)n2c(nc3ccccc32)N1 (stereo not given)	-0.8	-11	-7	-7	2	2
21	CC(=O)NCCc1nc2ccccc2n1Cc1ccc(Cl)cc1	2.2	-4	-1	-21	2	-1
22	CCS(=O)(=O)N1Cc2ccccc2CC1C(=O)Nc1cc(S(C)(=O)=O)ccc1Cl (stereo not given)	0.6	-12	-5	11	-23	3
23	COc1ccc2c(c1)CCc1c-2nc2ccccc2c1N1CCOCC1	-2.0	-5	0	3	29	-3
24	COc1cccc(OC)c1OCCCSc1nc(C)cc(=O)[nH]1	2.5	-3	9	3	-17	5

cpd	phage Ecoli inh	HTR5A ag ctr	CDK5 inh	AddAB inh	PKA-R2B activ
17	2.9	-2	-1.0	3.4	-3
18	1.5	0	-1.8	-0.3	-7
19	3.0	1	0.3	3.0	-4
20	2.9	-2	-0.6	-2.3	-1
21	1.4	3	-12	1.0	3
22	3.8	-1	-0.9	1.1	-7
23	2.3	2	-0.4	0.9	-2
24	0.2	1	-2.9	0.4	5

# Next part.
cpd	canonical_smiles	E coli growth	PKA-R1A activ	Tat export inh	HTR5A inv ag	Mot1-301 SUMO	DAGLB inh
25	O=c1oc(C2(O)CCCCC2)cc2ccc(/C=C/c3ccc(F)cc3)cc12	-0.5	-3	6	5	111	-5
26	O=C(CNC(=O)N1CC(=O)Nc2ccccc21)Nc1nccs1	-0.8	-4	-7	-16	18	-1
27	COC(=O)CSc1nnc2c3c4c(sc3nc(-n3nc(C)cc3C)n12)COC(C)(C)C4	1.1	7	-1	-1	-12	-3
28	O=C(Nc1ccc(Oc2ccccc2)nc1)C1CCCCN1Cc1cccc(O)c1 (stereo not given)	1.5	-2	-3	5	-8	3
29	CN(C)c1cccc(C(=O)N/N=C/c2ccccc2F)c1	0.8	-11	?	-2	212	-2
30	COc1ccc(NC(=O)CSc2nnnn2C)c([N+](=O)[O-])c1	1.7	-7	5	-8	-11	-2
31	COc1cccc(NS(=O)(=O)c2c(C)cc(C)cc2C)c1	-0.3	-12	1	-9	31	-7
32	Cc1c(NC(=O)CN2CC(C)OC(C)C2)c(=O)n(-c2ccccc2)n1C (stereo not given)	-0.2	-8&-3	-13&-16	-4&-33	-5	0&0

cpd	phage Ecoli inh	HTR5A ag ctr	CDK5 inh	AddAB inh	PKA-R2B activ
25	1.4	-2	-0.7	-2.6	-6
26	-0.3	1	1.5	4.4	-11
27	0.1	-2	-0.3	3.3	3
28	1.0	6	0.3	-0.4	-1
29	-1.9	1	0.6	-0.5	-8
30	3.8	3	-1.5	3.1	-13
31	2.6	2	0.8	0.5	7
32	2.5&-1.1	1&2	-0.9&-0.7	-1.0	-10&-7

# Values in list order from the list:
# Nos. 25–31 in PKA-R2B activ, in turn: -6, -11, 3, -1, -8, -13, 7
# Nos. 25–31 in CDK5 inh, in turn: -0.7, 1.5, -0.3, 0.3, 0.6, -1.5, 0.8

# Going on with the list.
cpd	canonical_smiles	E coli growth	PKA-R1A activ	Tat export inh	HTR5A inv ag	Mot1-301 SUMO	DAGLB inh
33	CCCC(=O)NC(=S)Nc1nc(-c2ccc(OC)cc2)cs1	-0.2	-3	-3	2	367	-9
34	Cc1ccccc1NC(=S)NNC(=O)c1cccc(Br)c1	-1.6	-7	-7	4	0	4
35	CCOCCCNC(=O)C(c1ccc(Cl)cc1)N1CCN(C(=O)c2ccco2)CC1 (stereo not given)	-0.9	1	0	-25	14	0
36	CN(C(=O)CSc1nnnn1-c1ccccc1)C1CCCCC1	-2.9	5	5	3	.	-2
37	O=C1CCC2=C(CCCC2=O)N1	-0.9	-7	0	-27	.	0
38	CC1Sc2ccc(S(=O)(=O)N3CCC(C(=O)NCC(C)c4ccccc4)CC3)cc2NC1=O (stereo not given)	0.2	2	23	-29	0	5
39	COc1ccc(N(CC(=O)Nc2cccc(N(C)S(C)(=O)=O)c2)S(=O)(=O)c2ccc(C)cc2)cc1	3.6	-7	-9	-1	-20	1
40	CCCCNC(=S)NCCN1CCCCC1	-1.1	-3	-4	9	-12	0

cpd	phage Ecoli inh	HTR5A ag ctr	CDK5 inh	AddAB inh	PKA-R2B activ
33	1.5	-1	-1.8	2.1	-6
34	1.0	-1	2.5	1.9	-3
35	4.2	3	0.3	-0.2	3
36	1.6	-2	-1.1	0.5	3
37	1.2	-3	0.8	0.3	-6
38	0.1	0	1.4	2.2	-13
39	4.1	0	-0.2	2.2	-1
40	0.6	-5	-1.6	3.8	-11

# Continued; the last 2 above are carried over.
cpd	canonical_smiles	E coli growth	PKA-R1A activ	Tat export inh	HTR5A inv ag	Mot1-301 SUMO	DAGLB inh
39	COc1ccc(N(CC(=O)Nc2cccc(N(C)S(C)(=O)=O)c2)S(=O)(=O)c2ccc(C)cc2)cc1	3.6	-7	-9	-1	-20	1
40	CCCCNC(=S)NCCN1CCCCC1	-1.1	-3	-4	9	-12	0
41	COc1ccc(CN2CCN(C(C)C)C(CCO)C2)cc1Cn1cncn1 (stereo not given)	-3.1	-4	9	-2	1	-1
42	CCOC(=O)CC1C(=O)NCCN1C(=O)Nc1ccccc1 (stereo not given)	-1.1	-10	11	-8	7	1
43	CN(C)S(=O)(=O)c1ccc(NC(=O)c2cc3ccccc3o2)cc1	5.9	-4	31	-36	-16	2
44	CC(=O)c1cccc(OCC(=O)N(C)CC(=O)NCc2ccco2)c1	-0.2	4	5	11	-19	2
45	COc1c(Cl)cc(-c2noc(C)c2C(=O)NC(C)C)cc1Cl	-3.4	11	-9	14	6	-1
46	O=C(CCCOc1ccc(Cl)cc1Cl)Nc1cc(S(=O)(=O)N2CCOCC2)ccc1N1CCOCC1	.	-5	0	-6	.	-3
47	Oc1c(Br)cc(C=Nc2ccc3nc(-c4ccccc4)[nH]c3c2)c(O)c1Br	-0.6	.	-9	.	-4	.
48	CON(C)c1nc(C2CCCCC2)c2cc(C)ccc2n1	0.7	-9	8	-15	4	-8

cpd	phage Ecoli inh	HTR5A ag ctr	CDK5 inh	AddAB inh	PKA-R2B activ
39	4.1	0	-0.2	2.2	-1
40	0.6	-5	-1.6	3.8	-11
41	4.2	0	-1.0	2.2	-4
42	0.9	0	-0.5	3.5	-7
43	6.2	4	-1.2	5.6	12
44	0.5	12	-3.4	0.8	-9
45	2.3	-5	-5.0	-1.1	1
46	2.4	4	-6.1	.	0
47	2.8	.	0.1	1.6	.
48	1.8	3	0.7	3.4	-4

# The list continues:
cpd	canonical_smiles	E coli growth	PKA-R1A activ	Tat export inh	HTR5A inv ag	Mot1-301 SUMO	DAGLB inh
49	O=C(CN(C(=O)c1csnn1)c1cccc(C(F)(F)F)c1)NC1CCCC1	0.0	3	10	-11	-12	-1
50	CCOc1ccccc1NC(=S)Nc1ccc(S(N)(=O)=O)cc1	2.4	-4	-11	7	-11	-4
51	CCc1ccccc1NC(=O)NC1CC2CCC(C1)N2Cc1cccs1 (stereo not given)	-2.4	-2	-13	7	-5	3
52	COc1ccc(N2C(=O)CC(c3ccccc3)CC2=O)cc1	2.0	2	-1	8	-3	-2
53	CC1(C)C(O)=C(c2nc3ccccc3[nH]2)C(=N)N1c1ccccc1	-1.9	5	-11	-20	-9	7

cpd	phage Ecoli inh	HTR5A ag ctr	CDK5 inh	AddAB inh	PKA-R2B activ
49	-2.0	7	-1.2	0.8	9
50	2.8	-2	-0.4	0.2	2
51	0.4	-3	-1.2	4.3	1
52	0.6	-3	-0.1	6.1	0
53	0.2	3	0.4	3.9	9

# High-throughput results: PubChem BioAssay, several laboratories
